Screening data deposited in PubChem BioAssay by Vanderbilt High Throughput Screening Facility.
Cav32 inh = blocks human Cav3.2 T-type calcium channel. O95180. Cav3.2-expressing cells, Fluo-4 calcium fluorescence FDSS; active compounds read low. B-score at 10 µM. actives 4% (n = 100,000);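 active = single-dose well whose peak fluorescence ratio is a statistical outlier from its plate by either plate-standardised score or position-corrected B-score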
An asterisk follows results filed as active; ! = repeats disagree. Not all compounds are listed; the hit share may differ from the screen's.

SMILES | Cav32 inh
COc1ccccc1C(=O)Nc1ncc2c(n1)CC(c1ccco1)CC2=O (stereo unspecified) | -0.16
O=C(CSc1nnc(CCc2nc3ccccc3[nH]2)n1-c1ccccc1)NCc1ccccc1 | -0.86
Brc1ccc(CSc2ncn[nH]2)cc1 | -1.2
CN(C)c1ccc(C(=O)c2ccccc2C(=O)O)c(O)c1 | 2.6
CC(=O)Nc1nc(CC(=O)c2ccccc2)cs1 | 0.47
Cc1ccc(S(=O)(=O)N2CCC(C(=O)N[C@@H](C)C(=O)Nc3ccc4c(c3)OCO4)CC2)cc1 | -0.084
CCN(CC)CCCNC(=O)Cn1cc2c(n1)CCC(C)C2 (stereo unspecified) | 0.54
COc1ccc(CNc2nc3ccccc3n2CCN2CCOCC2)cc1 | 1.3
COc1cccc(OC)c1C(=O)Nc1ccc(S(=O)(=O)Nc2cc(C)nc(C)n2)cc1 | 0.84
CN(Cc1ccccc1)C(=O)CCSc1nc(-c2ccc3c(c2)OCO3)cc(C(F)(F)F)n1 | -6.8*
Cc1sc(NC(=S)NC(=O)c2ccc(C(C)(C)C)cc2)c(C#N)c1C | -2
Cc1ccc(S(=O)(=O)NCC(=O)N(CCc2ccccc2)CC(=O)NCc2ccco2)cc1 | -3.6
CC1(C)C(=O)Nc2ccccc2N1C(=O)CN1C(=O)c2ccccc2C1=O | 1.2
O=C(CSc1nnc(-c2ccccc2)o1)Nn1cnnc1 | -0.31
CCOC(=O)/C(C#N)=C\C1=C(N2CCCC2)CC(C)(C)OC1 | 0.5
Cn1nc(OC(=O)Nc2ccc(Cl)cc2)cc1C(F)(F)F | -0.1
CCCc1ccc(-c2cc(N)n[nH]2)cc1 | 0.41
CNC(=O)c1nc(C)c(C2(C)CC(c3cccc([N+](=O)[O-])c3)=NO2)s1 (stereo unspecified) | 0.16
COc1cc2[nH]c(=O)n(CCCCCC(=O)N3CCN(c4ccccn4)CC3)c(=O)c2cc1OC | 0.43
O=C1OC(Nc2ccc(F)cc2F)c2ccccc21 (stereo unspecified) | 1.2
CCn1nnc(-c2ccccc2NS(=O)(=O)c2ccc(S(=O)(=O)N3CCCCCC3)cc2)n1 | -2.5
CCOCCOC(=O)c1cccc(NC(=O)OCC)c1 | 1.1
CCc1oc2c(C)c(O)ccc2c(=O)c1-c1ccc2ccccc2n1 | -0.0085
Cc1ccc(-n2c(CNc3ccc(F)cc3)nnc2SCC(=O)N2CCOCC2)cc1 | 0.38
CCOC(=O)c1ccccc1NC1CC(=O)N(c2ccccc2C)C1=O (stereo unspecified) | -1.7
CCC(CC)C(=O)c1c[nH]c(C(=O)NCC2CCCO2)c1 (stereo unspecified) | 1.3
Cc1csc(NC(=O)CSc2nnc(CCNC(=O)c3cccs3)n2C)n1 | 0.67
COC(=O)c1ccccc1NC(=O)CN1CCC(NC(=O)c2ccc(C)cc2)CC1 | -0.29
O=C(CNS(=O)(=O)c1ccc(F)cc1)N1CCN(c2ccccc2)CC1 | 0.64
CCOc1ccc(-n2c(SCC(=O)NCc3ccco3)nc3c([nH]c4ccccc43)c2=O)cc1 | 0.094
CCOC(=O)c1c(C)[nH]c(C(=O)COC(=O)c2ccc(N3CCCC3=O)cc2)c1C | -0.025
CC(=O)N1N=C(c2ccc(C)o2)CC1c1ccc(Br)cc1 (stereo unspecified) | 0.022
N#Cc1ccc(NC(=O)N2CCC(c3nc4c(nnn4Cc4cccc(Cl)c4)c(=O)[nH]3)CC2)cc1 | 0.58
COc1ccc(C)cc1NC(=O)CN(C)S(=O)(=O)c1cccs1 | 0.44
COc1cc2ccc(=O)oc2c(O)c1OCC=C(C)C | 1.2
CC(C)C(=O)NC(=S)Nc1ccc(S(=O)(=O)NC(C)(C)C)cc1 | -1.1
COCCN(C(=O)C(F)(F)F)C(C(=O)NC1CCCCC1)c1ccco1 (stereo unspecified) | 1.8
Cc1ccc2c(c1)NC(=O)C(CC(=O)Nc1ccc(CN3CCC(C)CC3)cc1)O2 (stereo unspecified) | 0.021
Cc1ccc(COc2coc(CO)cc2=O)cc1 | 1.1
O=C(Nc1cc2c(ccc3ccccc32)oc1=O)C1CCCCC1 | 0.59

Quoted from the listing:
`O=C(Nc1cc2c(ccc3ccccc32)oc1=O)C1CCCCC1` in Cav32 inh reads 0.59
`Cc1ccc2c(c1)NC(=O)C(CC(=O)Nc1ccc(CN3CCC(C)CC3)cc1)O2` (stereo unspecified) in Cav32 inh reads 0.021

More structures.
SMILES | Cav32 inh
COc1ccc(C(=O)NC2(C(F)(F)F)N=C3SCCN3C2=O)cc1 (stereo unspecified) | -0.015
Cn1c(SCC(=O)N2CCCc3ccccc32)nnc1-c1ccccc1 | 2.5
CC(=O)OC(Cn1ccnc1)c1ccccc1 (stereo unspecified) | 0.23
Nc1ncnc2oc(-c3ccco3)c(-c3ccco3)c12 | 0.2
CCCNCC(O)COc1ccccc1C(=O)CCc1ccccc1 (stereo unspecified) | -0.62
CCOc1ccc(/C=C2/C(=O)N(c3ccc(OC)cc3)C(=S)N2CC(=O)OC)cc1OCC | -0.64
CCCc1nnc(SCC(=O)N2CCCCC2C)n1CC1CCCO1 (stereo unspecified) | -0.03
CN1CC=C2C(C#N)=C(N)C(C#N)(C#N)C(c3ccsc3)C2C1 (stereo unspecified) | -1.3
COc1ccc2c(c1)C(C)(CCN)C(=O)N2C (stereo unspecified) | 0.72
CCn1nc(C)c(NC(=O)CSc2nnc(-c3ccco3)n2C)c1C | -0.67
CNC(=O)CSc1nnc(CCc2ccccc2)n1-c1ccccc1 | -0.0057
O=C(OCC(=O)N1CCCc2ccccc21)c1ccc(Br)o1 | -0.29
Cc1ccc(NCCC(=O)c2ccc(Cl)cc2)cc1 | -0.19
CCCCCCCN1C=CC(=O)CC1 | 0.65
Oc1ccccc1N=Nc1nc(-c2ccccc2)c(-c2ccccc2)[nH]1 | -0.36
Cn1cc(Cl)c(C(=O)NC2CCCC2)n1 | 0.23
O=C(CCNC(=O)Cn1ccc2ccccc2c1=O)NCCN1CCc2ccccc2C1 | 0.57
COc1cccc(C(=O)N(Cc2ccc3c(c2)OCO3)Cc2nc3ccccc3c(=O)[nH]2)c1 | -0.056
O=C(NCC1CCCO1)Nc1cccc(Cl)c1 (stereo unspecified) | 0.17
O=C(O)CNS(=O)(=O)c1ccc(-c2ccccc2)cc1 | 0.16
Cc1nc(SCc2c(F)cccc2Cl)n[nH]1 | 0.2
CCC1=Nc2cc(C(=O)NCCCOC(C)C)ccc2Sc2ccccc21 | -4.4
CC(Oc1ccccc1)C(=O)Nc1ccc(C(N)=O)cc1 (stereo unspecified) | 0.71
COC(=O)C(C)Sc1nnc(Cc2cc(=O)[nH]c(=O)[nH]2)n1-c1ccc(OC)cc1 (stereo unspecified) | -1.9
CN1CCN(CCCN2c3ccccc3Sc3ccc(Cl)cc32)CC1 | -5.1*!
Cc1ccc(C(=O)Nn2c(N)c(S(=O)(=O)c3ccc(C)cc3)c3nc4ccccc4nc32)cc1 | -5.5*
COc1ccc(C(OC(=O)c2ccco2)C(=O)NC2CCCCC2)cc1OC (stereo unspecified) | -0.54
N/C(=N\c1nc2ccccc2o1)NC(=O)c1ccccc1 | -0.46
Cc1nn(S(=O)(=O)c2ccccc2)c(C)c1Sc1ccc([N+](=O)[O-])cc1 | -3
CCn1c(C)cc2c(c1=O)C(c1ccccc1)C(C(=O)OC)=C(N)O2 (stereo unspecified) | -0.38
COC(=O)c1[nH]c2cc(OC)ccc2c1NC(=O)c1ccc2c(c1)OCO2 | -0.066
COCc1cc(C)nc2sc(C(=O)OC(C)C)c(N)c12 | -0.98
CC(=O)C1=C(C)NC(SCC(N)=O)=C(C#N)C1c1sccc1C (stereo unspecified) | 0.56
CCOC(=O)N1CCC(Nc2c(N3CCN(c4cccc(C(F)(F)F)c4)CC3)c(=O)c2=O)CC1 | 0.034
Cc1ccc(C)n1-c1sccc1C(=O)O | 0.25
Cn1c(-c2c(N)n(CCc3ccccc3)c3nc4ccccc4nc23)nc2ccccc21 | -3.6
NCCCN1CCOCC1 | 1.3
Cc1cc(NC(=O)c2oc3ccccc3c2C)ccc1-n1cnnn1 | -0.0075
O=C(CSc1ccc(Cl)cc1)c1ccco1 | 0.21
COCc1nn2c(N)c(C#N)cnc2c1-c1ccccc1 | 0.86

15 structures out of the list, arranged by molecular weight, low to high.
SMILES | Cav32 inh
NCCCN1CCOCC1 | 1.3
Cc1ccc(C)n1-c1sccc1C(=O)O | 0.25
O=C(CSc1ccc(Cl)cc1)c1ccco1 | 0.21
COCc1nn2c(N)c(C#N)cnc2c1-c1ccccc1 | 0.86
N/C(=N\c1nc2ccccc2o1)NC(=O)c1ccccc1 | -0.46
COCc1cc(C)nc2sc(C(=O)OC(C)C)c(N)c12 | -0.98
Cc1cc(NC(=O)c2oc3ccccc3c2C)ccc1-n1cnnn1 | -0.0075
CCn1c(C)cc2c(c1=O)C(c1ccccc1)C(C(=O)OC)=C(N)O2 (stereo unspecified) | -0.38
CC(=O)C1=C(C)NC(SCC(N)=O)=C(C#N)C1c1sccc1C (stereo unspecified) | 0.56
COC(=O)c1[nH]c2cc(OC)ccc2c1NC(=O)c1ccc2c(c1)OCO2 | -0.066
COc1ccc(C(OC(=O)c2ccco2)C(=O)NC2CCCCC2)cc1OC (stereo unspecified) | -0.54
Cc1nn(S(=O)(=O)c2ccccc2)c(C)c1Sc1ccc([N+](=O)[O-])cc1 | -3
COC(=O)C(C)Sc1nnc(Cc2cc(=O)[nH]c(=O)[nH]2)n1-c1ccc(OC)cc1 (stereo unspecified) | -1.9
Cn1c(-c2c(N)n(CCc3ccccc3)c3nc4ccccc4nc23)nc2ccccc21 | -3.6
Cc1ccc(C(=O)Nn2c(N)c(S(=O)(=O)c3ccc(C)cc3)c3nc4ccccc4nc32)cc1 | -5.5*

New compounds follow:
SMILES | Cav32 inh
Cc1ccc(C(=O)Nc2ccccc2-c2ccccc2)cc1S(=O)(=O)Nc1cccc(C)c1C | -6.3*
CCOC(=O)c1c[nH]c2c3c(ccc2c1=O)CCCC3 | -1.2
C/C(N)=C(/C#N)C(=O)CSc1nnnn1-c1ccc(C)cc1C | -0.23
CCCC(=O)Nc1sc(C)c(-c2ccc(C(C)CC)cc2)c1C#N (stereo unspecified) | -0.28
CCc1nc2ccccc2c(=O)n1NC(=O)c1c(O)c2ccccc2[nH]c1=O | -2.3
O=C(NCCc1ccccn1)c1ccc(S(=O)(=O)N2CCCCCC2)cc1 | 0.41
Cn1nnnc1SCC(=O)N1CCCc2ccccc21 | 0.92
O=C1C=C(O)CC(c2ccco2)C1 (stereo unspecified) | 0.59
Cc1ccc(C(=O)O)c(C(=O)Nc2nc(C)cs2)c1 | -0.45
O=S(=O)(Nc1ccc2c(c1)OCCO2)c1cccs1 | 0.32
N#C/C=C(/N)N1CCN(c2ccc(Cl)c(Cl)c2)CC1 | 0.0057
CCOc1ccc(-c2n[nH]c(C)c2Oc2ccccc2OC)c(O)c1 | -2.1
CCOc1ccc(NC(=O)CN2CCN(C3c4ccccc4-c4ccccc43)CC2)cc1 | -2.4
C/C=C\C=C/C(=O)Nc1cccc(C2=NOC3(C2)C[C@H](C(N)=O)N(C(=O)c2ccc(OC)cc2)C3)c1 (stereo partly specified) | 0.52
COc1ccc(Nc2oc(-c3ccc(Cl)cc3)nc2C#N)cc1 | -0.22
Cc1ccccc1NC(=O)C(C)c1cccc(C(=O)c2ccccc2)c1 (stereo unspecified) | -2.5
Cc1ccc(-c2nc(N/N=C/c3cccc([N+](=O)[O-])c3)c3ccccc3n2)cc1 | -0.087
CN(C)C(=O)CSc1nnc(Cc2ccc([N+](=O)[O-])cc2)o1 | 1.4
CC(C)CNS(=O)(=O)c1ccc(CCC(=O)N2CCN(Cc3ccccc3)CC2)cc1 | 0.42
NC(N)=NC(N)=Nc1cccc(Cl)c1 | 0.26
CCn1c(-c2nonc2NC(=O)c2ccccc2)nc2ccccc21 | 0.67
CN(C)CC/C=C1/c2ccccc2Sc2c(O)cc(Cl)cc21 | -0.024
Cc1ccc(OCC(=O)NNC(=O)c2cc3ccccc3o2)cc1C | 1.2
O=C(O)CCc1ccc(-c2cccs2)n1NC(=O)c1ccccc1Br | 0.087
CCN1CCN(S(=O)(=O)c2cc(OC)ccc2OC)CC1 | 0.64
COc1cccc(OCCOCCN(C)CCO)c1 | 0.53
CCCCN(CCCC)c1ccc(C(=O)c2ccccc2C(=O)O)c(O)c1 | -3.2
CCOc1nnnc2c1sc1nc(N3CCOCC3)c3c(c12)CCCC3 | 0.33
CCN=C(Nc1cccc(F)c1)SC1CC(=O)N(c2ccc(OC)cc2)C1=O (stereo unspecified) | -1
CC(=O)Nc1ccc(S(=O)(=O)NCC2CCC(C(=O)N3CCN(c4ccccn4)CC3)CC2)cc1 (stereo unspecified) | 1.1
COc1cc(OC)cc(C(=O)N[C@H](C(=O)Nc2ccccc2N2CCOCC2)C(C)C)c1 | 0.085
COC(=O)c1ccc(CSc2nc3ccccc3[nH]2)o1 | -0.12
COc1ccc(CNC(=O)c2noc3c2CCCCC3)cc1 | -2.3
Cc1ccc(N2C(=O)CC(c3ccsc3)C3=C2CC(C)(C)CC3=O)cc1 (stereo unspecified) | -0.29
COc1ccc(/C(O)=C2/C(=O)C(=O)N(CCN(C)C)C2c2ccc(OC)c(OC)c2)c(C)c1 (stereo unspecified) | 0.11
CCCCCCCCN1C(=O)C(O)=C(C(C)=O)C1c1ccccn1 (stereo unspecified) | -0.006
O=C1CC(=O)N(CCNc2ncc(C(F)(F)F)cc2Cl)C(=O)N1 | -0.42
CCOc1ccc2nc(NC(NC(=O)CC)(C(=O)OC)C(F)(F)F)sc2c1 (stereo unspecified) | 0.014
COc1cc(OC)c(NC(=O)CCc2nc(-c3cccs3)no2)cc1Cl | -1.9
CCOC(=O)c1cnc(-n2nc(C)cc2C)nc1NCc1ccc2c(c1)OCO2 | -0.9
Cc1c(CCOC(=O)C2C3CC4CC(C3)CC2C4)sc[n+]1CC(=O)c1ccc(Br)cc1 (stereo unspecified) | 1
NS(=O)(=O)c1ccc(N2N=C(c3ccc(Br)cc3)CC2c2ccc(F)cc2)cc1 (stereo unspecified) | -0.12
Cc1ccc(C(=O)N/N=C/c2cc(C)n(-c3ccc(Br)cc3)c2C)cc1[N+](=O)[O-] | 0.032
O=C(CN1CCOCC1)N1CCCc2c1c(=O)oc1ccc(OCc3ccccc3)cc21 | 1.5
Cc1cccc(C(=O)Nc2ccc(O)c3c(=O)cc(-c4ccccc4Cl)oc23)c1 | 0.4
O=C(NCCc1ccccc1)C(=O)NCC1CCCO1 (stereo unspecified) | 0.68
CCS(=O)(=O)N1CCN(Cc2nc3ccccc3c(=O)[nH]2)CC1 | 0.59
